Screening results: PubChem, National Center for Advancing Translational Sciences (NCATS)
PLK1 PBD inh: blocks phosphopeptide binding to human PLK1 polo-box domain; Plk1 PBD binding of FITC phosphopeptide, fluorescence polarization; Potency, µM, for the others: max response, negative = inhibition, most hits filed as inhibitors; 360,000 compounds, 2.8% hits; further: potency means the concentration at half of the fitted maximal effect; series mostly up to about 57 µM; on the % scale 0 is the no-effect control and ±100 the full control effect; nearly all actives have a fitted effect of over 65% in size
GLP1R inv ag: GLP-1 receptor (human) inverse agonism; Potency, µM (titrated, usually from 38.3 µM), for inactives: at the highest dose activity change, negative = inhibition, most hits filed as inhibitors; 410,000 compounds, 1.6% hits; HEK293 GLP-1R CRE-luciferase, luminescence, 24 h; GLP-1R form is constitutively active; P43220; further: potency means the concentration at half of the fitted maximal effect; on the % scale 0 is the no-effect control and ±100 the full control effect; nearly all actives have a fitted effect of over 55% in size
Target sequence (P43220 whole entry, looked up): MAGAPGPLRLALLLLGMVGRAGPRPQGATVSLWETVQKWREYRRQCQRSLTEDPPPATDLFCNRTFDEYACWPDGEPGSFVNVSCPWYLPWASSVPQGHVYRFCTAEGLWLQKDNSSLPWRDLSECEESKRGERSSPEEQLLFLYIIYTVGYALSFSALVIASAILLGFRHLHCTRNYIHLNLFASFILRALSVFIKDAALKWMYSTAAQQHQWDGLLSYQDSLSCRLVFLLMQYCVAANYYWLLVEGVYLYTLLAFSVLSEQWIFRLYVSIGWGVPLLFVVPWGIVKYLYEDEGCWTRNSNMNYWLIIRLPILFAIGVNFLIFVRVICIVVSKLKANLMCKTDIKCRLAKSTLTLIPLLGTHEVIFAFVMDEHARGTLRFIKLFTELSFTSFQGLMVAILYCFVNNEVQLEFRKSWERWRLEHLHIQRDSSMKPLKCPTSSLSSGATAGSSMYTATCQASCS
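GLP-1R inverse agonism mode: basal reporter luminescence in engineered HEK293 cells measured after one day of compound exposure at 37 deg C, with a 12 min room-temperature detection step.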
GLP1R cytotox: cytotoxic in the GLP-1 receptor inverse agonist counter-screen; HEK293 cAMP-luciferase reporter cells, luminescence, 24 h; Potency, µM (highest dose often 38.3 µM), inactives show at the highest dose activity change, negative = inhibition, hits mostly inhibitors; 410,000 compounds, 0.13% hits; AID 624418;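 further: loss of luciferase light is scored as toxicity; potency means the concentration at half of the fitted maximal effect; on the % scale 0 is the no-effect control and ±100 the full control effect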
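Compound-treated cells are incubated 24 hr at 37 deg C under 5% CO2 after a 12 hour attachment period, then luciferase detection reagent is added and luminescence is measured following 12 min at room temperature; lowered signal indicates toxicity.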
GLP1R ag: activates the human GLP-1 receptor; P43220; HEK293 GLP-1R CRE-luciferase, luminescence, 4-6 h; cells express a hypersensitive GLP-1R form; 380,000 compounds, 0.007% hits; AID 624172; Potency, µM (top dose mostly 45.6 µM), for the others: at the highest dose activation, usual class: activators; further: potency means the concentration at half of the fitted maximal effect; % of control where 0% means no effect
EPAC1 ag: agonists of human EPAC1. EPAC1 agonist qHTS, biochemical assay; response scale: 100% = response to 6.5 mM cAMP. O95398. AID 720707. 360,000 compounds, 0.073% hits. Potency, µM (titrated, usually from 154 µM), for the others: top-dose activation, most hits filed as activators; further: potency means the concentration at half of the fitted maximal effect; nearly all actives have a fitted effect of over 60% in size
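Compounds were pinned as a concentration titration into mixtures of EPAC1 (100 nM), BODIPY-GDP-loaded Rap1B (250 nM) and GDP (50 uM). After 5 min at room temperature, fluorescence was followed for 30 min; activity was scaled to 6.5 mM cAMP.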
EPAC1 antag: antagonists of human EPAC1; O95398; EPAC1 GEF assay, Rap1b-BODIPY-GDP exchange fluorescence; Potency, µM (highest dose often 115 µM), inactives show at the top dose activity change, negative = inhibition, hits mostly inhibitors; 360,000 compounds, 0.14% hits; AID 720709;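 further: potency means the concentration at half of the fitted maximal effect; plate controls were vehicle for no effect and positive control for full effect; nearly all actives have a fitted effect of over 50% in size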
PTHR1 agonist: activates the human parathyroid hormone receptor PTHR1. Q03431. Potency, µM (top dose mostly 115 µM), without a hit: at the highest dose activation, actives largely listed as activators. HEK293 GP2 PTHR1 cells, GloSensor cAMP luminescence, 1 h. 410,000 compounds, 0.075% hits; further: potency means the concentration at half of the fitted maximal effect; nearly all actives have a fitted effect of over 55% in size; some results filed as inactive show a strong effect at the top dose; inactives centre near -15; many of its hits are not listed in these tables
Target sequence (Q03431 whole entry, looked up): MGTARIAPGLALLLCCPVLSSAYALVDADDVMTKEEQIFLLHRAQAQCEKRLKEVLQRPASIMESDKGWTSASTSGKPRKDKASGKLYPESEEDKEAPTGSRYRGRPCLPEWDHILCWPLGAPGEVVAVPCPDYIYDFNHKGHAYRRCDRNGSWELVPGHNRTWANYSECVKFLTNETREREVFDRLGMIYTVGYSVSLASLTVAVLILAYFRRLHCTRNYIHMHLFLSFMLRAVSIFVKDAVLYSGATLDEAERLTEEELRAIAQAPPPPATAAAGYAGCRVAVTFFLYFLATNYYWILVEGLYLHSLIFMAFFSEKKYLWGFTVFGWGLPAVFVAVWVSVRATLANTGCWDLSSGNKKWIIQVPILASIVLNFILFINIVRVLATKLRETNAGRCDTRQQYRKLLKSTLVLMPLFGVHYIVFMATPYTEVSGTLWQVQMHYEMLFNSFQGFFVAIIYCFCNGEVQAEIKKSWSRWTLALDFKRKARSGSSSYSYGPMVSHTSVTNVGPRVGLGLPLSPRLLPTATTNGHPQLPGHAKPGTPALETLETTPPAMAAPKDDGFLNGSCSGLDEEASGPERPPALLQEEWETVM
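HEK-293-derived GP2 cells expressing PTHR1 and a GloSensor cAMP reporter, 3,000/well, plated overnight, given luciferin plus IBMX (each 0.5 mM as added) for 1 h at 37 °C, then compound for 1 h at 37 °C. Luminescence was read after 15 min at room temperature.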
IL2 activator: activators of IL-2. IL-2 activation reporter assay, cell-based qHTS; stimulated with anti-CD3/CD4/CD28 beads; in transgenic mouse T cells. activation, % (series mostly up to about 46 µM). 360,000 compounds, 0.065% hits. AID 652025; in the data active means activation above about 50%; inconclusive means mostly about 30% to 49%; further: 0% is about no effect
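EGFP and DsRed fluorescence is measured by plate cytometry in unstimulated transgenic mouse T cells exposed to compound for 60 minutes, then stimulated 18 hours at 37 degrees C with anti-CD3/anti-CD4 beads plus anti-CD28.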
PI5P4Ka inh: blocks human PI5P4K alpha kinase activity. P48426. PI5P4Kalpha enzyme, ADP-Glo luminescence, 60 min; hits give low values. max response, %. 330,000 compounds, 1.2% hits. AID 652105; active means max response of -50% or lower; inconclusive means between -30% and -50%; inactive means -30% or higher; further: value at the top dose of about 77 µM; on the % scale 0 is the no-effect control and ±100 the full control effect
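Controls without substrate or without enzyme flank wells where PI5P4Kalpha converts substrate using 5 microM ATP (final). Incubation lasts 60 minutes at room temperature; ADP formed is read by ADP-Glo luminescence.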
Active calls of the source: *; i = inactive; u = inconclusive; x = not tested or not shown; [ ] = remark or other dose. Unless noted, the call rests on the fitted dose curve; in most records, active means well fitted curve in the direction sought with a large enough effect; inconclusive means small, poorly fitted or top-dose-only effect, or another doubt; inactive means no such curve, though single readings can be large; an effect the other way counts as inactive or inconclusive. These rows are one share of the data. The share of hits here may be higher or lower than overall.

SMILES	PLK1 PBD inh	GLP1R inv ag	GLP1R cytotox	GLP1R ag	EPAC1 ag	EPAC1 antag	PTHR1 agonist	IL2 activator	PI5P4Ka inh
CC(Oc1ccccc1F)C(=O)Nc1ccc2ccccc2c1 (stereo not drawn)	-8%	-20%	-2%	4%	17%	-11%	i	-0.7	-2
Cc1nc(NC(=O)COC(=O)CNC(=O)c2ccco2)c(Cl)cc1Cl	-8%	2%	-3%	6%	14%	-4%	-4%	-0.2	3
COc1ccccc1N1CCN(C(=O)CCC(=O)N2CCN(c3ccccc3OC)CC2)CC1	-10%	-11%	4%	-4%	16%	0%	-24%	-0.4	1
Cc1ncsc1CCC(=O)N1CCCC(C(=O)c2ccc3c(c2)OCO3)C1 (stereo not drawn)	-13%	u	8%	-1%	-9%	-1%	-11%	-0.5	0
CC(C)(C)c1ccc(C(=O)CCC(=O)NCc2ccccc2)cc1	-3%	7.9µM*	-20%	15%	-9%	-20%	-19%	0.1	-9
CCC(C)NC(=O)C1c2ccccc2C(=O)N1Cc1ccc(OC)cc1OC (stereo not drawn)	-8%	0%	2%	-1%	12%	-4%	u	0.2	-1
C#CCSc1nncn1C(=O)/C=C/c1ccccc1	24µM*	-1%	12%	-5%	6%	1%	i	-1.7	x
Cc1nc(NC(=O)CSc2nncs2)c(Cl)cc1Cl	-16%	2%	-6%	-2%	-11%	-4%	i	-0.4	0
O=C1CCCC(=O)N1c1ccc(NCCOCCO)c([N+](=O)[O-])c1	-2%	6%	10%	-1%	-18%	-26%	i	1.6	2
Cc1cc(C)c2nc(C)cc(Nc3ccc(C(=O)NCCO)cc3)c2c1	-4%	-9%	-18%	4%	-10%	-2%	i	-2.0	1
CCc1nnc(NC(=O)CN2C(=O)c3ccccc3S2(=O)=O)s1	-6%	1%	16%	4%	7%	8%	i	4.1	x
COc1ccc(NC(=S)N2CCCC2c2ccc(OC)c(OC)c2)cc1 (stereo not drawn)	-5%	8%	-8%	22%	1%	0%	-13%	-0.3	7
O=C(c1ccc(Cn2cc(Cl)cn2)cc1)N1CCN(c2ccccc2)CC1	-9%	0%	-26%	-12%	8%	-4%	-6%[57.5 µM]	-4.2	2
CCCCC1=NN(C(=O)c2cocc2C)C(O)(C(F)(F)F)C1 (stereo not drawn)	-6%	0%	-4%	7%	-11%	8%	-6%[57.5 µM]	-1.4	x
CCOc1ccc(C(C)=O)cc1COc1ccc(-n2cnnn2)cc1	-8%	65%[activator]	4%	12%	1%	-4%	-1%	-3.1	-11
O=C(Oc1cccc(F)c1)c1ccc2c(=O)n3c(nc2c1)CCC3	-10%	-16%	-28%	10%	3%	-2%	i	0.7	-7
CCC[C@H]1CN(c2ccccc2)C(=O)[C@@H]1CC(=O)Nc1ccc(Br)cc1	-6%	u	-1%	-2%	7%	-2%	-19%	-0.1	4
CCC(=O)Nc1cc(OC)cc(OC)c1	-5%	12%	-7%	-1%	-23%	-3%	-14%	-2.4	4
Cc1cc(C(=O)N2C(C)CCCC2C)no1 (stereo not drawn)	-2%	2%	2%	1%	1%	-9%	-3%	-0.7	3
CCc1nn(C(C)C(=O)N2CCN(c3ccc(OC)cc3)CC2)c(=O)c2cc3occc3n12 (stereo not drawn)	5%	-39%	15%	14%	5%	-8%	-21%	0.7	0
CCOc1cc(CNCCCN2CCOCC2)ccc1OCC(=O)Nc1cccc2ccccc12	-8%	0%	u	4%	5%	0%	-8%[57.5 µM]	-2.2	x
COc1ccc(/C=C(\NC(=O)c2ccccc2)C(=O)NCCC(=O)O)cc1	-1%	25%	-6%	0%	0%	-15%	-41%[inhibitor]	-3.1	0
Cc1ccc(OCC(=O)O/N=C(\N)c2ccccn2)cc1C	-6%	-23%	-12%	10%	11%	11%	-10%	-1.7	-1
CCc1cccc(C)c1NC(=O)CSc1nnc(-c2cc3cc(Br)ccc3o2)n1CC	-9%	u	2%	-2%	14%	-16%	-23%[57.5 µM]	0.4	6
Cc1ccccc1NC(=O)Cc1nc(CSc2nnc(C3CCCCC3)n2N)cs1	-3%	-8%	0%	3%	4%	1%	i	1.5	x
CCCCn1nc(NS(=O)(=O)c2cccc3nonc23)c2cc3cccc(C)c3nc21	-11%	u	-45%	-1%	-3%	-12%	-3%	-0.4	1
CCOc1ccc(S(=O)(=O)NCC(c2ccc3c(c2)OCO3)N2CCN(C)CC2)cc1 (stereo not drawn)	-9%	u	0%	16%	8%	u	11%	-0.7	-4
CC(=O)c1c(OC(=O)c2ccccc2)c2ccccc2n1C	2%	-16%	0%	7%	19%	-6%	23%[57.5 µM]	0.3	x
CN1CCN(CCCNC(=O)Cn2nc(-c3ccccc3)ccc2=O)CC1	-8%	4%	-5%	-10%	8%	5%	i	0.9	x
COc1ccc(CCNCC2C(Oc3ccc(Cl)cc3)C(=O)N2c2ccccc2C)cc1OC (stereo not drawn)	-10%	u	-4%	20%	14%	-17%	-29%	-2.8	11
O=C(NCc1ccccc1Cl)C1CCN(S(=O)(=O)N2CCOCC2)CC1	-10%	-9%	-32%	-3%	0%	-6%	i	0.5	3
CCOC(=O)Nc1sc(=S)n(C)c1C	-23%	7%	2%	-12%	-10%	-9%	-8%[57.5 µM]	-2.6	x
O=C(CCn1nnc(-c2cccs2)n1)N1CCc2ccccc2C1	-4%	-21%	-7%	10%	1%	-21%	-13%	-0.1	-4
COc1ccc(NC(=O)C(NC(=O)Cc2cccs2)c2ccc(C)cc2)cc1 (stereo not drawn)	-13%	9%	0%	-4%	-1%	-7%	i	-1.3	-3
COC(c1ccccc1)c1nnc(CCC(=O)NCCCc2ccccc2)o1 (stereo not drawn)	-9%	9%[7.66 µM]	1%[7.66 µM]	6%	5%	4%	i	1.3	-3
COc1cc(CN2CCC(C(=O)NC(c3ccccc3)c3ccsc3)CC2)cc(OC)c1 (stereo not drawn)	-10%	u	-14%	-8%	-11%	-20%	-5%	0.4	2
O=C(CCl)NNC(=O)c1c(O)c2ccccc2[nH]c1=O	-2%	81%[activator]	-21%	0%	-2%	-11%	-2%	-3.5	-3
COCC(C)NCc1cccc(C)c1 (stereo not drawn)	-9%	0%	-11%	-10%	7%	-2%	-8%[57.5 µM]	0.7	1
O=S(=O)(NCC(c1cccnc1)N1CCN(c2ccccc2F)CC1)c1cccs1 (stereo not drawn)	4%	-19%	4%	5%	-9%	u	-43%[inhibitor]	0.4	7
CCOc1ccccc1CNC(=O)C1CCN(c2nc3ccccc3o2)CC1	-4%	u	0%	-5%	-10%	-17%	-13%	-1.5	1

Grouped by structure, the compounds so far containing bromine (2)
SMILES	PLK1 PBD inh	GLP1R inv ag	GLP1R cytotox	GLP1R ag	EPAC1 ag	EPAC1 antag	PTHR1 agonist	IL2 activator	PI5P4Ka inh
CCC[C@H]1CN(c2ccccc2)C(=O)[C@@H]1CC(=O)Nc1ccc(Br)cc1	-6%	u	-1%	-2%	7%	-2%	-19%	-0.1	4
CCc1cccc(C)c1NC(=O)CSc1nnc(-c2cc3cc(Br)ccc3o2)n1CC	-9%	u	2%	-2%	14%	-16%	-23%[57.5 µM]	0.4	6

The results go on:
SMILES	PLK1 PBD inh	GLP1R inv ag	GLP1R cytotox	GLP1R ag	EPAC1 ag	EPAC1 antag	PTHR1 agonist	IL2 activator	PI5P4Ka inh
COc1ccc(CCNC(=S)Nc2ccccc2)cc1	1%	u	u	-3%	-2%	-10%	i	-0.5	-1
O=C(NCc1ccccc1Cl)C1CCCN1S(=O)(=O)c1ccccc1F (stereo not drawn)	-11%	u	-12%	0%	-6%	-23%	i	-1.4	1
CCCCCCCCN1C(=O)[C@H](CC(=O)NCc2cccc3ccccc23)C[C@@]2(C(=O)OC)CC(C)(C)CC=C12	8%	-8%	-13%	x	-10%	5%	-30%[inhibitor]	-0.5	17
COc1cccc(/C=N/NC(=O)CN2C(=O)NC3NC(=O)NC32)c1 (stereo not drawn)	-6%	11%	-1%	-10%	1%	9%	-21%	-0.4	-3
O=C(N/N=C/c1ccc(OC(F)F)cc1)c1cccc(S(=O)(=O)N2CCOCC2)c1	-7%	-2%	17%	0%	-15%	-8%	-4%	-2.3	-5
COc1ccccc1N(CC(=O)NC(C)(C)C)C(=O)CCC(=O)Nc1nccs1	-3%	5%	1%	-1%	-6%	-20%	i	-0.6	-5
CCOc1ccccc1C(=O)NCC(=O)NCCSc1ccc(Br)cc1	-9%	u	u	19%	7%	5%	-18%	-4.4	0
CN(C)S(=O)(=O)N1CCC(Cc2ccccc2)CC1	-1%	0%	9%	-9%	-3%	4%	i	1.4	x
O=C(NC1CCS(=O)(=O)C1)C1CCCN(S(=O)(=O)c2ccc(Cl)cc2)C1 (stereo not drawn)	-20%	1%	11%	1%	9%	-6%	-15%	-0.2	-13
CN1CCNC(=O)C1CC(=O)N1CC=C(c2ccc(F)cc2)CC1 (stereo not drawn)	-10%	1%	5%	6%	1%	2%	2%	1.0	-1
Clc1ccccc1Nc1nc(NCC2CC2)nc2ccsc12	-5%	-25%	-5%	u	-6%	2%	-22%	-0.5	-5
COc1cccc(C(=O)Nc2cccc3ccccc23)c1	8%	11%	4%	1%	3%	2%	i	5.2	8
O=C(CSc1nc2ccccc2[nH]1)c1ccccc1F	-10%	0%	1%	7%	6%	-12%	-17%	-0.1	-4
O=C(NCCCN1CCN(CCCNC(=O)c2cccc(Cl)c2)CC1)c1cccc(Cl)c1	-9%	u	-4%	-2%	3%	8%	i	-0.2	-1
COc1cnc(-c2ccccn2)nc1Sc1ccc(F)cc1	2%	u	u	14%	9%	-4%	-1%	-4.0	-2
CCNC(=O)C1(C)CCCN(CCOc2ccc(Cl)cc2)C1 (stereo not drawn)	-7%	-20%	-4%	8%	3%	-4%	i	-0.2	0
Cc1ccc(S(=O)(=O)NC(=O)C2(C)CCN2C(=O)Cc2cccs2)nc1 (stereo not drawn)	-12%	5%	3%	4%	-3%	-4%	i	-0.2	3
CC(=O)Nc1ccc(S(=O)(=O)Oc2ccccc2N2C(=O)C3C4CCC(C4)C3C2=O)cc1 (stereo not drawn)	6%	-26%	-5%	-6%	5%	-18%	-22%	-1.7	-8
